# BRCA1 expr act – qHTS Assay to Identify Small Molecule Activators of BRCA1 Expression; Potency, µM (series often up to 46.1 µM), inactives show at the top dose activation, usual class: activators; 1.1% of 380,000 active; AID 624202, 2012; MCF7-BRCA1-FFLuc reporter, luminescence, 48 h; response scale: scaled: vehicle 0%, 10 µM genistein 100%; also: potency is read from the fitted curve at half-maximal effect; nearly all actives have a fitted effect of over 80% in size; some results filed as inactive show a strong effect at the top dose
#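 Using MCF7 cells harboring a BRCA1 firefly luciferase reporter, plated 2 h before compound pinning, the screen measured luminescence after 48 h incubation. Responses were normalized to DMSO and 10 microM genistein, then fitted for concentration-effect.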
# TRPV1 agonist – HTS Assay for Compounds that Act as Agonists of the Vanilloid Receptor 1. Transient receptor potential cation channel subfamily V member 1 (Homo sapiens), Q8NER1. activation, % at 8.33 µM. 0.19% of 320,000 active. TRPV1-expressing cells, Fluo-8 calcium influx, agonist mode; in the data active = activation above about 80%; inconclusive = between about 30% and that limit; also: 0% is about no effect
# Target sequence (Q8NER1 whole entry, looked up): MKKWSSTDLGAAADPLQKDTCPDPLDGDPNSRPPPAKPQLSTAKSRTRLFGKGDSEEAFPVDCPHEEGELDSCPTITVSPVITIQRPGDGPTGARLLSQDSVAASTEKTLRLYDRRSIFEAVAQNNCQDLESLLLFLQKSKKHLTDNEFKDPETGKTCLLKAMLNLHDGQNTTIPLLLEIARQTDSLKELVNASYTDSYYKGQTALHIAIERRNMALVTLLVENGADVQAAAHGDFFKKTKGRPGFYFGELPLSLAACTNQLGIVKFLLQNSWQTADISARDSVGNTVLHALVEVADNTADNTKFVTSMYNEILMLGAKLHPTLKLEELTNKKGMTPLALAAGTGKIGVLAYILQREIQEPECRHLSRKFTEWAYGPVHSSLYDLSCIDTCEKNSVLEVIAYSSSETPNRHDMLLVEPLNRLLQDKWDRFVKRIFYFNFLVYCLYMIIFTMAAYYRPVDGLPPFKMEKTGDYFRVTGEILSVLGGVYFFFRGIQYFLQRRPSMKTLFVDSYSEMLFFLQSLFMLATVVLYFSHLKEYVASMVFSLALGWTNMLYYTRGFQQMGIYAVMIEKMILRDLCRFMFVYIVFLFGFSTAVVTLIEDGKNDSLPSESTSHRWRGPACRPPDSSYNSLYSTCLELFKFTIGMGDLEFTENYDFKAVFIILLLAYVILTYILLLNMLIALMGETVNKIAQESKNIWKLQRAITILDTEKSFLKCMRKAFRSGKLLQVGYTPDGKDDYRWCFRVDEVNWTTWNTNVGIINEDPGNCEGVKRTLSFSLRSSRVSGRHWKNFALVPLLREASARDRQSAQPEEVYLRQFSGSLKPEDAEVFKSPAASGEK
#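 Fluo-8 calcium influx in TRPV1-expressing cells, kinetic read (ex 480/em 520 nm). Compound added and read 3 min for agonist activity, followed by capsaicin at EC20 final and 2 min further read for enhancement.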
# ELG1 repair inh – qHTS screen for small molecules that inhibit ELG1-dependent DNA repair in human embryonic kidney (HEK293T) cells expressing luciferase-tagged ELG1. HEK293T ELG1-luciferase reporter, luminescence, 16 h; DNA damage induced by 5-fluorouridine. 2.3% of 330,000 active. Potency, µM (series often up to 46.1 µM), inactives show top-dose activity change, negative = inhibition, hits mostly inhibitors; also: potency is read from the fitted curve at half-maximal effect; % is scaled to controls: 0 for no effect and ±100 for the full control effect; nearly all actives have a fitted effect of over 55% in size
#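 Luminescence from the luciferase reporter, measured 30 min after ONE-Glo reagent at room temperature, was the read-out. Beforehand, 2,000 cells per well were exposed for 16 hr at 37 °C to 5-fluorouridine together with compound or vehicle.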
# Tb PFK inh – qHTS Assay to Find Inhibitors of T. brucei phosphofructokinase | ATP-dependent 6-phosphofructokinase (Trypanosoma brucei brucei), O15648 | T. brucei PFK, ADP-Glo luminescence | Potency, µM (series often up to 57.5 µM), inactives show at the highest dose activity, negative = inhibition, usual class: inhibitors | 0.17% of 330,000 active | AID 485367, 2010;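 also: potency is read from the fitted curve at half-maximal effect; 0% = uninhibited 1x PFK enzyme wells and -100% = no-enzyme wells; nearly all actives have a fitted effect of over 60% in size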
#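 In TEA buffer at pH 8.0 with 5 mM MgCl2, enzyme (1.25 nM) converted F6P (0.5 mM) and ATP (0.1 mM) for 45 min at room temperature. ADP product was read by luciferase luminescence.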
# Gal4-VP16 FLuc – VP16 counterscreen qHTS for inhibitors of ROR gamma transcriptional activity | AID 2546, 2010 | Drosophila S2 Gal4-VP16 UAS-luciferase, luminescence, 20 h | 3.5% of 310,000 active | Potency, µM (top dose mostly 53.6 µM), without a hit: top-dose activity, negative = inhibition, most hits filed as inhibitors;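 also: Gal4-VP16 expression switched on by copper sulfate through the metallothionein promoter; potency is read from the fitted curve at half-maximal effect; % is scaled to controls: 0 for no effect and ±100 for the full control effect; nearly all actives have a fitted effect of over 50% in size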
# ELG1 genotox – qHTS screen for small molecules that induce genotoxicity in human embryonic kidney (HEK293T) cells expressing luciferase-tagged ELG1; HEK293T ELG1-luciferase reporter, luminescence, 16 h; Potency, µM (highest dose often 46 µM), without a hit: at the top dose activity change, positive = activation, most hits filed as activators; 1.3% of 330,000 active; also: potency is read from the fitted curve at half-maximal effect; % of control where 0% means no effect; nearly all actives have a fitted effect of over 60% in size
#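 Cells (2,000/well) expressing the ELG1-luciferase fusion are dosed by pin tool and kept 16 hr at 37 °C, 5% CO2. Signal comes from ONE-Glo luciferase reagent after 30 min at room temperature.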
# p53 reactivator – qHTS assay for re-activators of p53 using a Luc reporter. 0.063% of 320,000 active. AID 504706, 2011. H1299 p53-A138V BP100-luciferase reporter, luminescence, 24 h. Potency, µM (top dose mostly 92.2 µM), for inactives: at the top dose activity change, positive = activation, hits mostly activators; also: potency is read from the fitted curve at half-maximal effect; % of control where 0% means no effect; nearly all actives have a fitted effect of over 45% in size
#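 p53-null H1299 cells stably carrying temperature-sensitive p53-A138V and a BP100-luciferase reporter were pinned with compounds (4-point, 1:5 series) and held 24 hrs at 37 deg C. Luminescence was read 10 min after detection reagent.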
# NPC1 prom act – qHTS Assay for NPC1 Promoter Activators. Huh7 NPC1 promoter luciferase reporter, 24 h. Potency, µM (highest dose often 9.22 µM), for the others: top-dose activation, most hits filed as activators. 2.4% of 320,000 active. AID 485313, 2010;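 also: potency is read from the fitted curve at half-maximal effect; % of control where 0% means no effect; nearly all actives have a fitted effect of over 60% in size; reporter is driven by a mutant NPC1 promoter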
#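 Quantitative HTS used a cell-based reporter: Huh7 cells stably bearing the NPC1 promoter upstream of luciferase were treated with compounds for 24 h, and promoter activation was read as luminescence.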
# Rab9 prom act – qHTS Assay for Rab9 Promoter Activators; Huh7 Rab9 promoter-luciferase reporter, luminescence, 24 h; Potency, µM (highest dose often 9.22 µM), inactives show at the top dose activation, negative = inhibition, usual class: activators; 2.8% of 320,000 active; also: potency is read from the fitted curve at half-maximal effect; % of control where 0% means no effect; nearly all actives have a fitted effect of over 60% in size
#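 Huh7 reporter line, Rab9 promoter upstream of luciferase. Compound exposure 24 h at 37 °C in reduced-serum medium with 10% FBS. Read-out: luminescence.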
# RORgamma inh – qHTS for inhibitors of ROR gamma transcriptional activity; Potency, µM (series often up to 53.6 µM), without a hit: top-dose activity change, negative = inhibition, most hits filed as inhibitors; Drosophila S2 Gal4-RORgamma UAS-luciferase reporter, 20 h; 5.4% of 310,000 active; also: potency is read from the fitted curve at half-maximal effect; % is scaled to controls: 0 for no effect and ±100 for the full control effect; nearly all actives have a fitted effect of over 60% in size
#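 In this cell-based reporter format, copper sulfate (700 uM final) drives Gal4–ROR gamma fusion expression from a metallothionein promoter in Drosophila Schneider cells; compounds preincubated 1 hr, reporter read after 20 hr at ambient temperature.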
# FLuc modulator – qHTS profiling assay for firefly luciferase inhibitor/activator using purifed enzyme and Km concentrations of substrates (counterscreen for miR-21 project). purified FLuc, Km substrates, luminescence inhibition. 6.9% of 360,000 active. Potency, µM (titrated, usually from 57.5 µM), inactives show at the top dose activity change, negative = inhibition, usual class: inhibitors. Luciferin 4-monooxygenase (Photinus pyralis), P08659;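 also: potency is read from the fitted curve at half-maximal effect; plate controls were vehicle for no effect and reference inhibitor for full effect; nearly all actives have a fitted effect of over 55% in size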
#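 Purified P. pyralis luciferase (10nM final) with 10uM D-luciferin and 10uM ATP (Km levels) in 50mM Tris acetate pH 7.5, 10mM Mg acetate, 0.01% Tween-20, 0.05% BSA; qHTS 6-point titration, ~60 µM downward; luminescence read.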
# An asterisk follows results filed as active; ? = inconclusive; nt = no result given; & = joins results of further samples; [ ] = dose if it differs, or a comment. Unless noted, calls follow the shape of the dose curve; as a rule, active = well fitted curve in the direction sought with a large enough effect; inconclusive = small, poorly fitted or top-dose-only effect, or another doubt; inactive = no such curve, though single readings can be large; an effect the other way counts as inactive or inconclusive. Random draw from the library. About 15% of those tested had a hit in this group.
SMILES,BRCA1 expr act,TRPV1 agonist,ELG1 repair inh,Tb PFK inh,Gal4-VP16 FLuc,ELG1 genotox,p53 reactivator,NPC1 prom act,Rab9 prom act,RORgamma inh,FLuc modulator
CCOc1ccc(NC(=O)CSc2nnc(-c3ccco3)n2C)cc1,9%,-2,-18%,0%,-5%,9%,2%,-2%,3%,0%,-3%
CSc1cccc(N2C(=O)C3CCCN3C2=S)c1 (stereo not given),-5%,2,-11%,-5%,3%,-1%,5%,-3%,11%,3%,-1%
O=C(Nc1ccnn1C1CCN(C(=O)Cc2cccc(Cl)c2)CC1)C1CC1,-8%,-2,-2%,0%,11%,0%,19%,-2%,1%,6%,-7%
O=C(N/N=C/c1ccco1)c1cc(C2CC2)[nH]n1,79%,19,?,1%,-18%,?,25%,?,?,-5%,13µM*
COc1ccc(S(=O)(=O)N2CCOCC2)cc1NC(=O)CC(C)c1ccccc1 (stereo not given),-14%,nt,?,-3%,nt,0%,-6%,nt,nt,nt,nt
COCCN(CCNC(=O)c1ccc(NC2=NC3CS(=O)(=O)CC3S2)cc1)Cc1ccco1 (stereo not given),-18%,-2,6%,-1%,-2%,5%,nt,2%,-1%,-8%,1%
O=C(Cc1cccs1)NC(Cc1c[nH]c2ccccc12)C(=O)O (stereo not given),17%,-2,0%,4%,-7%,7%,3%,-6%,5%,0%,-2%
CCOC(=O)c1c(C)oc2c1c(C=NCc1ccccn1)c(O)c1ccccc12,-79%,18,18µM*,1%,?,-23%,-30%[inhibitor],-4%,-6%,6.3µM*,?
CCN(CC)CCNC(=O)c1cn(CC)c2ccc(S(=O)(=O)N(C)C3CCCCC3)cc2c1=O,-20%&-7%,22,6%,-11%,-4%,2%,-5%,0%,2%,1%,2%&-2%
CCOc1ccc(Cl)cc1/C=C1/C(=O)ON=C1C,-11%,-5,2%,-4%,3%,0%,13%,-3%,-8%,2%,?
CC(C)(C)c1ccc(S(=O)(=O)N2CCN(CCC#N)CC2)cc1,0%,3,21%,-13%,1%,-5%,-1%,0%,-4%,?,0%
COc1ccccc1/C=N/NS(=O)(=O)c1ccccc1,-24%,-10,-4%,-5%,-8%,0%,-1%,-1%,-10%,26%,0%
C=CCN1C(=O)CSc2ccc(C(=O)NC3CCCCC3)cc21,-15%,15,-1%,-4%,9%,-2%,-11%,-5%,-7%,10%,1%
COc1ccc(CCc2nnc(CCC(=O)NCc3cnn(-c4ccccc4C)c3)o2)cc1,4%,0,12%,-1%,-13%,0%,0%,1%,-3%,12%,1%
CCOC(=O)C(=O)C1=CN(Cc2ccccc2)C=C(C#N)C1,0%,0,1%,-2%,7%,0%,6%,-5%,0%,-6%,-1%
COc1cc2c(c(OC)c1)C(c1cccc(OC)c1OC)CC(=O)N2 (stereo not given),0%,2,1%,-3%,-13%,0%,-13%,-1%,-4%,23%,3%
Cc1ccc(OCC(=O)Nc2ccc3c(c2)C(=O)N(CCC(=O)O)C3=O)cc1,-20%,1,13%,0%,-19%,-1%,-2%,3%,-3%,-36%,?
CCOC(=O)c1c(C)n(-c2ccc(OC)cc2)c2ccc(O)c(CN(C)C)c12,-32%,17,-17%,1%,-8%,-2%,-1%,-8%,-1%,-13%,0%
Cc1c(S(=O)(=O)Nc2ccc3c(c2)OCCO3)cnn1C,5%,0,15%,-1%,-10%,7%,2%,-3%,-8%,-2%,1%
Cc1cccc(-n2nnnc2SCn2nnc3ccccc3c2=O)c1,34%,4,0%,-1%,?,-3%,14%,16%,4%,?,-16%
CCCN1C(=O)/C(=C/c2ccc(C)s2)NC1=S,-7%,21,-6%,-1%,10µM*,-6%,6%,-2%,-7%,5.6µM*,27µM*
Cc1ccc(COc2ccc(Br)cc2/C=N/O)cc1,65%,2,?,0%,-22%,?,?,?,?,-2%,13µM*
Cc1cc(-n2c(C)cc(C(=O)CN3C(=O)NC4(CCCCC4C)C3=O)c2C)no1 (stereo not given),-20%,7,-9%,4%,2%,1%,-1%,-3%,-8%,?,3%
O=C(CNC(=O)c1nc[nH]c1C(=O)N1CCc2ccccc2C1)OCc1ccccc1,5%,3,-23%,0%,?,-8%,nt,2%,4%,14µM*,5%
O=C(CN1CCCCCC1)Nc1ccc(S(=O)(=O)N2CCOCC2)cc1,0%,0,nt,1%,-10%,-11%,-5%,-8%,9%,6%,2%
C=CCc1c(O)c(CC)cc2c(C)cc(=O)oc12,-24%,0,4%,0%,2%,0%,-2%,2%,2%,3%,6%
CCCCn1c(N)c(N(CCOC)C(=O)c2ccc3c(c2)C(=O)N(c2ccccc2C)C3=O)c(=O)[nH]c1=O,3%,-2,?,-8%,nt,2%,5%,-1%,-1%,nt,0%
COc1ccc(CC(=O)Oc2ccc(C)cc2Br)cc1S(=O)(=O)N1CCOCC1,3%,21,17%,-1%,nt,2%,0%,1%,-3%,nt,4%
O=C(N/C(=N\O)c1ccccc1)Nc1ccc(Cl)cc1,80%,-1,21%,6%,-9%,?,-8%,1%,-5%,?,17µM*
CCCCn1c(N)c(N(CCOC)C(=O)CCS(=O)(=O)c2ccc(Cl)cc2)c(=O)[nH]c1=O,-17%,2,8%,22%,nt,1%,0%,-2%,5%,nt,1%
Clc1ccc(CSc2nc3ccncc3[nH]2)cc1,?,-1,?,?,?,2.9µM*,nt,0.63µM*,0.71µM*,?,4.8µM*
CCOC(=O)Cc1csc(NC(=O)C(C)c2ccc([N+](=O)[O-])cc2)n1 (stereo not given),-23%,-5,-4%,-10%,3%,-5%,-2%,-1%,-7%,15%,-1%
CN(C)Cc1c(C(=O)N/N=C/c2ccco2)nnn1-c1nonc1N,-12%,0,12%,-1%,0%,-4%,-2%,2%,2%,-15%,1%
COc1ccc(OC2CCN(S(=O)(=O)c3ccc(OC)cc3)CC2)cc1,3%,-5,15µM*,-3%,-3%,-5%,-6%,-3%,-7%,?,1%&0%
Cc1cc2oc(=O)ccc2cc1[N+](=O)[O-],14%,-4,11%,-4%,0%,1%,nt,-3%,-1%,-9%,0%
Clc1ccc(Oc2cccc(/C=N/n3cnnc3)c2)cc1,2%,-10,?,-2%,?,-2%,-4%,-3%,2%,-4%,-1%
O=C(N/N=C/c1ccc(Cl)cc1Cl)c1cccc(F)c1,?,?,?,0%,?,?,?,1.8µM*,2µM*,11µM*,3.4µM*
O=C(N/N=C/c1cccc(O)c1)c1ccc(COc2cccc3cccnc23)cc1,-14%,2,19%,1%,-4%,15%,-1%,-14%,2%,45%,17µM*
COc1cccc(/C=N/NC(=O)CCc2c(C)n[nH]c2C)c1O,-20%,1,?,10%,3.2µM*,1%,7%,-4%,2%,1.4µM*,-18%
CC(/C=C/c1ccc(N(C)C)cc1)=N\N=C1\NC(=O)CC(C(=O)Nc2ccccc2)S1 (stereo not given),12%,-3,?,3%,3.5µM*,8%,11%,?,?,2.2µM*,2.4µM*
O=C(Nc1ccc(Cl)cn1)C1CCN(c2ncnc3c2nc2n3CCCCC2)CC1,-1%,-4,2.1µM*,1%,?,3%,?,-12%,-24%,?,-3%
O=C(CN1C(=O)S/C(=C\c2cccs2)C1=O)Nc1ccc(C(=O)O)c(O)c1,-4%,-5,?,3%,-8%,-1%,3%,1%,8%,-13%,24µM*
Cc1nnc(NC2=NCCC2)s1,16%,4,6%,0%,-6%,2%,-3%,-4%,-1%,?,1%
COc1ccccc1N1CCN(C(=O)c2cccc(S(=O)(=O)N3CCCCCC3)c2)CC1,-19%,8,13µM*,0%,nt,-5%,-6%,-3%,-5%,nt,3%
O=[N+]([O-])c1ccc(Nc2c3ccccc3nc3ccccc23)cc1,-96%,1,?,1%,-6%,-10%,-2%,-3%,0%,22µM*,-13%

# Bioassay records: PubChem, National Center for Advancing Translational Sciences (NCATS)
